# TbREL1 inh = TbREL1 inhibition, primary screen. TbREL1 RNA ligation, FRET fluorescence. P86926. inhibition, % at 9.66 µM. 0.49% of 89,000 active;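 active means inhibition above the mean inhibition across all screened compounds plus 3 SD, cut at about 11% in these data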;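 further: 0% = plate median of test wells and 100% = NSC42067 control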
# Target sequence (P86926 whole entry, looked up): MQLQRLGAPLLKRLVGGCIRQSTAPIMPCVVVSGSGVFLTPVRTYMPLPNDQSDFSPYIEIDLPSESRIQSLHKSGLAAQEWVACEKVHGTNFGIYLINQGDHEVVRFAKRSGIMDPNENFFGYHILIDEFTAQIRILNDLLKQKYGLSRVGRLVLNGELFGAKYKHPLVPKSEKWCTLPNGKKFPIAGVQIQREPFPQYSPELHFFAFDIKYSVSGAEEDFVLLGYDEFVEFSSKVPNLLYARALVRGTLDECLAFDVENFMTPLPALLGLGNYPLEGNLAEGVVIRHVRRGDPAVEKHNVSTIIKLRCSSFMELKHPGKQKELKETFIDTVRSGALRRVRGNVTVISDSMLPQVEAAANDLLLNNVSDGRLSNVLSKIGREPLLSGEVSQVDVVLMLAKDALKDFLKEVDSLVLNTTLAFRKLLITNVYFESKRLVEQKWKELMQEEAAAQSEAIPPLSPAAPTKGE
# * = called active by the depositor. This is a subset; rates above refer to the full screens.
SMILES,TbREL1 inh
Cc1cc(N2C(=O)C3C4CCC(C4)C3C2=O)no1 (configuration not stated),1.9
O=C(Nc1ccc(Cl)c(Cl)c1)C1CCN(c2ncccn2)CC1,0.0
CCN1CCN(c2ccc(S(=O)(=O)N3CCOCC3)cc2NC(=O)CCSC)CC1,-0.2
Oc1c(C=C2N=c3ccccc3=N2)sc(=S)n1-c1ccc(F)cc1,0.1
CON(C)S(=O)(=O)c1cccc(C(=O)Oc2ccc(N(C)S(=O)(=O)c3ccccc3)cc2)c1,-0.6
CCN(CC)C(=O)[C@H]1C[C@H](CC(=O)NCCCn2ccnc2)C(=O)N2CCc3c([nH]c4cc(-c5ccco5)ccc34)[C@]12C,0.0
COc1ccc(Cn2nnc3c(=O)[nH]c(C(=O)NCCc4ccc(F)cc4)nc32)cc1OC,1.5
CC(C)(C)C(=O)NN=C1CCC(c2ccccc2)CC1 (configuration not stated),0.8
CC(C)C(=O)N1CCN(c2ccc(NC(=O)c3ccc([N+](=O)[O-])o3)cc2)CC1,-4.7
COc1ccc(CCN2C(=O)c3cccc4cccc(c34)C2=O)cc1OC,1.3
COc1c2occc2c(OC)c2c(=O)cc(C(F)(F)F)oc12,6.6
CN1CCCCC(NC(=O)c2cccc([N+](=O)[O-])c2)C1=O (configuration not stated),0.6
Cc1ccccc1NC(=O)NC1(C(=O)NCCCN2CCOCC2)CCCCC1,-1.5
O=C(C1CCCN(S(=O)(=O)c2ccccc2)C1)N1CCN(c2ccccc2)CC1 (configuration not stated),-5.4
CCCCN(C(=O)COC(=O)c1ccc(C=O)cc1)c1c(N)n(CCC)c(=O)[nH]c1=O,-0.2
COc1ccc(CNC(=O)COC(=O)c2ccc(C)c(S(=O)(=O)N3CCOCC3)c2)cc1,1.0
COc1ccc(-n2c(SCC(=O)NCCCSC)nnc2-c2ccncc2)cc1,-2.6
CCOC(=O)N1CCN(C(=O)C2CCN(S(=O)(=O)c3ccc(OCC)cc3)CC2)CC1,0.1
Cc1ccc(-n2nc3c(=O)n(CC(=O)c4ccc(F)cc4)nc(C)c3c2C)cc1,2.3
CC(C)(C)OC(=O)N[C@@H](Cc1ccccc1)C(=O)N[C@@H](CO)[C@H](O)[C@@H]1C[C@@H]1C(=O)NC1CC1,1.0
COCCNC(=O)C1(C)CCN(C(=O)c2nc(C)oc2C)C1 (configuration not stated),-1.3
Cc1cc(C)cc(NC(=S)N(Cc2cccc(Br)c2)CC2CCC(C(=O)O)CC2)c1 (configuration not stated),-3.0
CCOC(=O)c1ccc(CNC(=O)C(Cc2c[nH]c3ccccc23)NC(C)=O)o1 (configuration not stated),-0.9
O=C(NCc1ccc(C(=O)NCC2CCCO2)cc1)c1cccc(Br)c1 (configuration not stated),-1.5
NNC(=O)c1nnn(-c2nonc2N)c1CN1CCc2ccccc2C1,3.5
# (further entries)
SMILES,TbREL1 inh
CCOc1ccc(-c2cc(C(C)=O)c3n(c2=O)CCC3)cc1,5.9
CNC(=O)NC(=O)COc1ccc2oc3c(c2c1)CCCC3,-2.3
COc1ccc(/C=N/NC(=O)c2ccc(Cl)c(S(N)(=O)=O)c2)cc1OCC(N)=O,-0.3
CCOCCc1nnc(NC(=O)Cc2ccccc2)s1,-0.9
Cc1cccc(NC(=S)N2CCCN(c3ncccc3[N+](=O)[O-])CC2)c1,-6.1
COc1ccc(-n2c(SCC(=O)Nc3ccc([N+](=O)[O-])cc3OC)nc3ccccc32)cc1,3.7
CN(CC(=O)Nc1cccc(F)c1)C(=O)CCCn1c(=O)oc2ccccc21,3.3
O=c1[nH]c(C2CCN(S(=O)(=O)c3ccccc3)CC2)nc2c1nnn2Cc1c(F)cccc1Cl,-0.3
Cn1c(CSc2nc3ccccc3s2)nnc1SCC(=O)NCc1cccnc1,-2.2
OC(CNCC1CCCO1)Cn1c2ccc(Cl)cc2c2cc(Cl)ccc21 (configuration not stated),3.9
O=c1[nH][nH]c(-c2ccccc2O)c1C(C[N+](=O)[O-])c1ccccc1 (configuration not stated),-3.7
Cc1cc(C)nc(Nc2n[nH]c(-c3ccc(N)cc3)n2)n1,0.6
Cc1ccc(C(=O)NC2CCN(C(=O)Nc3ccccc3Cl)CC2)cc1,0.3
C[C@H]1CN([C@@H](C)CO)C(=O)CCCn2nncc2CO[C@@H]1CN(C)C(=O)NC1CCCCC1,-2.2
CC1(C)CC(=O)C(C(C2=C(O)CC(C)(C)CC2=O)c2ccco2)C(=O)C1 (configuration not stated),-3.8
COc1cc(CC(C#N)(CO)c2nc3ccccc3[nH]2)ccc1OC(F)F (configuration not stated),-1.6
Clc1ccc(-n2c(SCc3cccc4ccccc34)nnc2-c2ccccc2)cc1,-1.7
C[C@H](CO)N1C[C@H](C)[C@@H](CN(C)C(=O)NC2CCCCC2)Oc2c(NC(=O)Nc3ccc4c(c3)OCO4)cccc2C1=O,6.7
CCOc1ccc(NC(=O)C2CC(=O)N(c3ccccc3F)C2)cc1 (configuration not stated),0.0
CCN(CC)S(=O)(=O)c1ccc(S(=O)(=O)N(CC(=O)Nc2ccccc2)Cc2ccco2)cc1,-3.7
CCCCc1c(C)nn(-c2nnc3c4ccccc4n(C)c3n2)c1C,1.3
C=CCC[C@@H](Cc1ccc(F)cc1)C(=O)OC[C@@H]1CCCN1C(=O)[C@@H](CC=C)CC(=O)N[C@@H](CO)Cc1ccccc1,-0.4
O=C(O)c1ccc(CSc2nnc(Cc3ccccc3)o2)cc1,0.7
N#Cc1c2ccccc2nc2ccccc12,6.2
COc1ccc(CNC(=O)c2sc(=O)n(Cc3cc(Cl)ccc3OC)c2C)cc1,-1.8
# (continued)
SMILES,TbREL1 inh
COc1ccc(NC(=O)N(C)C[C@H]2Oc3ccc(NC(=O)Nc4c(C)noc4C)cc3C(=O)N([C@H](C)CO)C[C@@H]2C)cc1,-2.3
O=C(Cc1ccc(NC(=O)C2CCCN(C(=O)C3CCCCC3)C2)cc1)Nc1cccc(C(=O)N2CCCCC2)c1 (configuration not stated),0.8
COc1ccccc1N1CCN(C2CCCN(C(=O)c3ccnc4ccc(C)cc34)C2)CC1 (configuration not stated),-1.5
O=C1CCCCCN1CP(=O)(O)CN1CCCCCC1=O,1.3
Nc1nnc(CCC2CCCCC2)s1,1.1
COc1cccc(N(CC(=O)NC2CCCC2)C(=O)Cn2nnc(-c3ccc(C)cc3)n2)c1,1.0
O=C(Cc1cccc(NC(=O)C2CCCN(C(=O)C3CCCC3)C2)c1)Nc1ccc(C(=O)N2CCOCC2)cc1 (configuration not stated),0.6
CC(CCN1C(Nc2ccccc2)=NC[C@@H]1C)c1ccccc1 (some centres not stated),3.6
COc1ccc(-n2c(Cc3cccn3C)nnc2SCC(=O)Nc2cccc(C)c2C)cc1,-7.5
CCOC(=O)c1[nH]c(CSc2nnc(-c3ccc(OC)cc3)o2)c(C(=O)OCC)c1C,1.8
COc1cccc(COc2cc3ccccc3nc2C)c1,0.2
CSc1nc(C)cc(SCCO)n1,-3.5
CC(=O)Nc1ccc(NC(=O)CSC2=NS(=O)(=O)c3ccccc3N2)cc1,2.6
COc1ccccc1C(=O)NCCC(=O)N(C)Cc1ccc(C)o1,-0.1
O=c1cc(-c2ccc(O)cc2)oc2ccc3ccccc3c12,3.8
O=C(NCCC1=CCCCC1)C1CC(=O)N(Cc2ccccc2)C1 (configuration not stated),-3.3
O=C(C[n+]1cccc(NC(=O)c2ccccc2)c1)c1ccccc1,3.6
COc1ccc(C(=O)Nc2ccc(S(=O)(=O)NCc3ccco3)cc2)cc1OC,1.5
COc1ccc(C(=O)Nc2ccc(C(=O)N3CCC(C)CC3)cc2)cc1OC,0.8
Cc1cccc(CSC2=NCCN2C(=O)C2CC2)c1,5.1
CC1CN(C(=O)c2cc3cc([N+](=O)[O-])ccc3oc2=O)CC(C)O1 (configuration not stated),-0.7
COc1ccc(-c2cc(C(F)F)n3ncc(C(=O)Nc4ccc(C(=O)N5CCOCC5)cc4)c3n2)cc1,4.6
O=C(CSc1n[nH]c(-c2ccc(S(=O)(=O)NC3CCCCC3)cc2)n1)N1CCCC1,-3.3
CC1CN(CC(=O)Nc2cccc(C(=O)Nc3cccc(C(F)(F)F)c3)c2)CC(C)O1 (configuration not stated),-4.0
O=S(=O)(NC1CCN(S(=O)(=O)c2c(F)cccc2F)CC1)c1ccc2c(c1)OCCO2,1.4

# Ordered by molecular weight (highest first): part of the list above.
SMILES,TbREL1 inh
COc1ccc(NC(=O)N(C)C[C@H]2Oc3ccc(NC(=O)Nc4c(C)noc4C)cc3C(=O)N([C@H](C)CO)C[C@@H]2C)cc1,-2.3
O=C(Cc1ccc(NC(=O)C2CCCN(C(=O)C3CCCCC3)C2)cc1)Nc1cccc(C(=O)N2CCCCC2)c1 (configuration not stated),0.8
O=C(Cc1cccc(NC(=O)C2CCCN(C(=O)C3CCCC3)C2)c1)Nc1ccc(C(=O)N2CCOCC2)cc1 (configuration not stated),0.6
COc1ccc(-c2cc(C(F)F)n3ncc(C(=O)Nc4ccc(C(=O)N5CCOCC5)cc4)c3n2)cc1,4.6
O=S(=O)(NC1CCN(S(=O)(=O)c2c(F)cccc2F)CC1)c1ccc2c(c1)OCCO2,1.4
COc1ccc(-n2c(Cc3cccn3C)nnc2SCC(=O)Nc2cccc(C)c2C)cc1,-7.5
O=C(CSc1n[nH]c(-c2ccc(S(=O)(=O)NC3CCCCC3)cc2)n1)N1CCCC1,-3.3
COc1cccc(N(CC(=O)NC2CCCC2)C(=O)Cn2nnc(-c3ccc(C)cc3)n2)c1,1.0
CCOC(=O)c1[nH]c(CSc2nnc(-c3ccc(OC)cc3)o2)c(C(=O)OCC)c1C,1.8
CC(=O)Nc1ccc(NC(=O)CSC2=NS(=O)(=O)c3ccccc3N2)cc1,2.6
COc1ccc(C(=O)Nc2ccc(C(=O)N3CCC(C)CC3)cc2)cc1OC,0.8
COc1ccccc1C(=O)NCCC(=O)N(C)Cc1ccc(C)o1,-0.1
O=C(C[n+]1cccc(NC(=O)c2ccccc2)c1)c1ccccc1,3.6
O=C1CCCCCN1CP(=O)(O)CN1CCCCCC1=O,1.3
COc1cccc(COc2cc3ccccc3nc2C)c1,0.2
Cc1cccc(CSC2=NCCN2C(=O)C2CC2)c1,5.1
CSc1nc(C)cc(SCCO)n1,-3.5
Nc1nnc(CCC2CCCCC2)s1,1.1

# Carrying on:
SMILES,TbREL1 inh
CC(NC(=O)CN1C(=O)NC2(CCCCCC2)C1=O)c1ccccc1Cl (configuration not stated),-2.0
COc1ccccc1CNC(=O)c1c(O)c2cc(OC)c(OC)cc2[nH]c1=O,6.5
O=C(C1CCC1)N1CCc2cc(S(=O)(=O)C3CCN(Cc4ccc(F)cc4)CC3)ccc21,-0.7
CNC(=S)Nc1sc2c(c1C(=O)OC)CCC2,-1.5
O=C(NC(=S)N1CCCCC1CO)C12CC3CC(CC(C3)C1)C2 (configuration not stated),0.5
CCN(C(=O)COC(=O)c1ccc(N2C(=O)c3ccccc3C2=O)cc1)C1CCS(=O)(=O)C1 (configuration not stated),1.4
COC(=O)c1sccc1NC(=O)c1ccncc1,1.0
COc1ccc(C(=O)C(C)OC(=O)c2cccc(S(=O)(=O)Nc3c(C)n(C)n(-c4ccccc4)c3=O)c2)cc1 (configuration not stated),-6.0
CCOc1ccc(S(=O)(=O)N(CC)CC(=O)NCc2ccccn2)cc1C,-0.3
CCc1c(C)[nH]n(CCC#N)c1=O,4.8
Cc1ccc(C)c(NC(=O)CN(C)C(=O)c2ccc(Cl)nc2)c1,11.1*
CCCCN(CCCNC(=O)CN1C(=O)COc2ccccc21)c1ccccc1,-8.7
Cc1[nH]c2ccccc2c1C(=O)COC(=O)c1ccc2c(=O)n3c(nc2c1)CCC3,-3.0
Cc1cc(C(=O)N(Cc2nnc(-c3ccc(Cl)cc3)o2)C(C)C)c2ccccc2n1,-3.1
Cn1c(N2CCOCC2)c(/C=N/OC(=O)c2ccc(F)cc2)c2ccccc21,1.1
Cc1ccc([N+](=O)[O-])cc1NC(=O)c1cccs1,4.2
CC(=O)Nc1cccc(-c2cc(NC(C)=O)c3ncc(-c4ccccc4)n3c2)c1,-3.2
Cc1cccc(NS(=O)(=O)c2c(C)noc2C)c1,-1.5
OCCC1CN(Cc2nc3c(s2)CCCC3)CCN1Cc1ccccc1 (configuration not stated),-4.0
CCN(CCO)Cc1csc2cccc(Br)c12,0.8
COc1cc(/C=C/C(=O)OCC(=O)NCc2ccco2)ccc1OCC#N,-0.6
CC(C)(CC1(C)NC(=O)NC1=O)OCc1ccccc1 (configuration not stated),5.0
O=C(Nc1ccncc1)c1ccc2c(c1)C(=O)N(CC1CCCO1)C2=O (configuration not stated),0.9
O=C(Nc1ccccc1Cl)NC1(C(=O)NCc2ccncc2)CCCCC1,3.7
COc1ccc(C(=O)COC(=O)CN2C(=O)NC3(CC(C)CC(C)(C)C3)C2=O)c(OC)c1 (configuration not stated),-1.9

# Part of the list above in order of formula weight, lowest first.
SMILES,TbREL1 inh
CNC(=S)Nc1sc2c(c1C(=O)OC)CCC2,-1.5
Cn1c(N2CCOCC2)c(/C=N/OC(=O)c2ccc(F)cc2)c2ccccc21,1.1
CCCCN(CCCNC(=O)CN1C(=O)COc2ccccc21)c1ccccc1,-8.7

# The list goes on.
SMILES,TbREL1 inh
Cc1cccc(N(C(=O)c2csnn2)C(C(=O)NCc2ccccc2)c2ccc(C)o2)c1 (configuration not stated),-3.6
O=C1CSC(c2ccco2)N1 (configuration not stated),1.9
Cc1cccc(-n2c(=O)[nH]c3c(C(N)=O)nc(C(C)C)nc32)c1,-0.2
O=C(O)c1cc2c(cc1NC(=O)c1ccccc1C(F)(F)F)OCCCO2,1.2
O=C1CCCC2=C1C(c1cccc(O)c1)c1c(ccc3ncccc13)N2 (configuration not stated),0.7
COc1cccc(CN2CCCC(C(=O)c3ccc4c(c3)OCO4)C2)c1O (configuration not stated),-4.7
Cc1ccc(NC(=O)C2CCCN(S(=O)(=O)c3ccc(-n4cnnn4)cc3)C2)cc1 (configuration not stated),-2.1
CC1CN(C(=O)/C=C/c2ccc3c(c2)OCO3)CC(C)O1 (configuration not stated),2.5
O=C1CN(CC(=O)N2CCCCC2)c2ccccc2O1,-0.3
CCN(CC)S(=O)(=O)c1ccc(NC(=O)C(C)N(c2ccc(OC)cc2)S(C)(=O)=O)cc1 (configuration not stated),-4.5
COc1ccccc1NC(=O)COc1ccc(/C=N/NS(=O)(=O)c2ccc(C)cc2)cc1,-2.2
COc1ccccc1NS(=O)(=O)c1cc(NC(=O)CNC(=O)c2ccc(C)s2)ccc1Cl,1.7
CCC(NC(=O)c1cncc(Br)c1)c1ccccc1 (configuration not stated),1.6
